# uPA surface inh: inhibitors of cell surface uPA generation | hit rate 0.31% among 330,000 | Potency, µM (doses to about 38.3 µM), inactives show at the highest dose activity change, negative = inhibition, most hits filed as inhibitors | cell surface uPA generation assay, qHTS; active means well fitted inhibition curve with a large enough effect; inconclusive means small, poorly fitted or top-dose-only effect; inactive means no such curve, though single readings can be large or run the other way; tested in mouse RAW 264.7 cells; further: potency means the concentration at half of the fitted maximal effect; nearly all actives have a fitted effect of over 55% in size
# Coupling enz: counter-screen for Giardia aldolase inhibitors: coupling enzyme system. coupling enzyme system counterscreen, AmpLite Red fluorescence. AID 2472. hit rate 0.67% among 290,000. activity change, negative = inhibition, % at 58.2 µM, hits read low; in the data active means activity change below about -30%
#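 Counterscreen of the coupled detection system alone, without aldolase: glyceraldehyde-3-phosphate coupling enzymes plus AmpLite Red readout. Compounds at 57.5 uM final, 10 min RT preincubation, 20 min RT reaction, fluorescence 525/598 nm.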
# BCR signal inh: inhibitors of chronic active B-cell receptor signaling; hit rate 0.05% among 340,000; Potency, µM (titrated, usually from 46.1 µM), inactives show top-dose ratio change, negative = lower green/red ratio, hits mostly inhibitors; ABC-DLBCL IkBa-CBG/CBR reporter, luminescence ratio, 4 h; active means well fitted inhibition curve with a large enough effect in the signal ratio, with a control signal flat, not every such curve was filed as active; inconclusive means small, poorly fitted or top-dose-only effect, or effect the other way, or a change in a side signal; the % refers to the signal ratio;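 further: potency means the concentration at half of the fitted maximal effect; plate controls were basal doxycycline-induced cells for no effect and cells given 10 µM MG132 for full effect; MG132 reads +100%, hits lower the ratio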
#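 Doxycycline induced both beetle luciferases in TMD8 lymphoma cells; IKK-driven degradation limits the IkappaBalpha-fused green signal, while red luminescence normalises for cell number and nonspecific effects. Compounds tested up to 46 uM, 4 hrs.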
# Eya2 phos inh: inhibitors of human Eya2 phosphatase activity | O00167 | recombinant Eya2, OMFP fluorescence dephosphorylation (OMFP is methylfluorescein phosphate) | Potency, µM (titrated, usually from 76.9 µM), inactives show at the highest dose activity, negative = inhibition, hits mostly inhibitors | hit rate 0.006% among 330,000 | AID 488837; further: potency means the concentration at half of the fitted maximal effect
#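 Eya2 protein (added as 0.2 uM solution) was preincubated with compound for 10 min at ambient temperature in 50 mM HEPES pH 7.5, 50 mM NaCl, 5 uM MgCl2, 0.05% BSA, 1 mM DTT. OMFP (added at 50 uM) then reacted 10 min; fluorescence read at 485/525 nm.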
# B2AR arrestin: agonists driving beta-arrestin recruitment to human beta2-adrenergic receptor. P07550. beta-arrestin recruitment to beta2AR, cell-based reporter. Potency, µM (series often up to 46.1 µM), inactives show at the highest dose activation, most hits filed as activators. hit rate 0.02% among 330,000. AID 492947;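 further: potency means the concentration at half of the fitted maximal effect; 0% = DMSO controls and full agonism = EC100 isoproterenol or metaproterenol; nearly all actives have a fitted effect of over 65% in size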
# PKM2 act: increases activity of human pyruvate kinase M2 | P14618 | purified PKM2, Kinase-Glo ATP luminescence, activation; response scale: 0% is enzyme alone, no compound | Potency, µM (top dose mostly 57.5 µM), inactives show at the top dose activation, most hits filed as activators | hit rate 0.34% among 260,000 | AID 1631; further: potency means the concentration at half of the fitted maximal effect; nearly all actives have a fitted effect of over 55% in size
#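 Purified hPK-M2 (>95% pure) converted ADP (0.1 mM final) to ATP with 0.5 mM PEP in 50 mM imidazole pH7.2, KCl, MgCl2, Tween 20, BSA; 1 h at room temperature. ATP detected by Kinase-Glo luminescence.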
# USP2a inh: blocks human ubiquitin-specific protease USP2a; O75604; USP2 core, Ub-CHOP2 coupled fluorogenic reporter, 485/531; Potency, µM (doses to about 38.3 µM), without a hit: at the top dose activity change, negative = inhibition, hits mostly inhibitors; hit rate 0.01% among 330,000;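 further: potency means the concentration at half of the fitted maximal effect; plate controls were DMSO wells for no effect and full inhibition by NEM control for full effect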
#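 USP2 core (10nM final) preincubated 30min RT with compound in 20mM Tris-HCl pH 8.0, 2mM CaCl2, 2mM beta-mercaptoethanol, 0.05% CHAPS; 25nM Ub-CHOP2 plus 25nM reporter substrate added, fluorescence (Ex485/Em531) read after 60min.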
# KCNH2 WT inh: blocks the wildtype human KCNH2 potassium channel; activity change, % at 1.84 µM; U2OS, BacMam KCNH2, thallium flux FluxOr; active compounds read low; hit rate 0.37% among 340,000; Q12809;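 active means maximum activity change below -70%; inconclusive means maximum activity change between -70% and -50%; inactive means maximum activity change above -50%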
# Target sequence (Q12809 whole entry, looked up): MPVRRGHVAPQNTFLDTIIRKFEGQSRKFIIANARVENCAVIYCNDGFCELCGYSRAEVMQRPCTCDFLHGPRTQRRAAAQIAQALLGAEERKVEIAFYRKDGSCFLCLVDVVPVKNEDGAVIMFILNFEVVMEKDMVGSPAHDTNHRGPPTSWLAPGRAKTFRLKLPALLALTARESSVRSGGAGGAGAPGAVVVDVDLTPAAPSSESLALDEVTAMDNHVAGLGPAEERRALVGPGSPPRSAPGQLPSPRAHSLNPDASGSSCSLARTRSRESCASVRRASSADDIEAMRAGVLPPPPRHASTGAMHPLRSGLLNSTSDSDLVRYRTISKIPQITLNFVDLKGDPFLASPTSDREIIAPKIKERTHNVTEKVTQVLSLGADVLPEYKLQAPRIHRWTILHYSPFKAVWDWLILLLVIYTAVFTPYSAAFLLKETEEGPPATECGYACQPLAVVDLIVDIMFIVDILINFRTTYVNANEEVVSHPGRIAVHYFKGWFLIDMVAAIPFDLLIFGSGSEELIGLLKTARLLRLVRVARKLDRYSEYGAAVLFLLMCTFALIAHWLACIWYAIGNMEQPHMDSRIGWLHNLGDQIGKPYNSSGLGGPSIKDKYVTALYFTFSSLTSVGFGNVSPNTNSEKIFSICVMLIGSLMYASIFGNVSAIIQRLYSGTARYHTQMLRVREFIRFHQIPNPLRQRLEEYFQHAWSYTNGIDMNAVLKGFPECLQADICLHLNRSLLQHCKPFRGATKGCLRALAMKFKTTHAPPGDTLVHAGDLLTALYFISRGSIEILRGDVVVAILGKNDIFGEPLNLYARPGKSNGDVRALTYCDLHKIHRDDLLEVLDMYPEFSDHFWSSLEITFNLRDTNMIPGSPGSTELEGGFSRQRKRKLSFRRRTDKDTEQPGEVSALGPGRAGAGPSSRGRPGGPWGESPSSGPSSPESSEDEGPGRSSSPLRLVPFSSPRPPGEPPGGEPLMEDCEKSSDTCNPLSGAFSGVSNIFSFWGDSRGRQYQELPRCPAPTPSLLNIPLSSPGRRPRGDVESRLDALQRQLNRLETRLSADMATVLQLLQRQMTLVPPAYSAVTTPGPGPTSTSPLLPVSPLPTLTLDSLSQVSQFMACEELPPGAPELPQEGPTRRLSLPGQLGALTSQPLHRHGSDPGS
#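 U2OS cells transduced with wild-type KCNH2 virus are loaded with FluxOr dye for 45 min, and thallium flux is measured in kinetic reads before and after stimulation buffer. Rate constants are normalized to DMSO controls.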
# GALK inh: galactokinase (human) inhibition; hit rate 0.007% among 270,000; P51570; AID 1868; Purified GALK, Kinase-Glo residual ATP luminescence; Potency, µM (titrated, usually from 57.5 µM), for the others: at the top dose activity change, negative = inhibition, most hits filed as inhibitors; further: potency means the concentration at half of the fitted maximal effect
#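 The enzyme phosphorylates galactose (100 uM) using ATP (35 uM); inhibition is detected as higher residual ATP, quantified by bioluminescence after 1 h reaction at room temperature, pH 8.0.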
# Giardia killer: Giardia lamblia killing | Giardia lamblia trophozoite viability | activity change, % at 7.66 µM, hits read low | hit rate 0.15% among 340,000; in the data active means activity change below about -80%; inconclusive means between about -30% and that limit;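 further: parasites exposed to compound for two days anaerobically before the ATP read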
#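 Trophozoite viability was measured as ATP-dependent luminescence, read 15-30 min after reagent addition. Before that, parasites at 100 cells/well were exposed to compounds for 48 h, anaerobically, at 37 deg C.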
# KCNH2 3.1 block: inhibitors of human KCNH2 3.1 potassium channel isoform | activity change, % (tested at about 1.8 µM) | AID 720553 | U2OS KCNH2 3.1, thallium flux FluxOr; active compounds read low | hit rate 0.95% among 340,000;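 active means maximum activity change below -70%; inconclusive means maximum activity change from -70% to -50%; inactive means maximum activity change above -50%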;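 further: thallium influx rate constant from kinetic fluorescence after stimulation buffer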
#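 Measured as rate of thallium-driven FluxOr signal in transduced U2OS cells carrying the 3.1 channel, read kinetically for 2 min upon stimulation; values are rate constants scaled to DMSO control wells.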
# * hit, by the source's call; ? = inconclusive; / = no result given; [ ] = dose if it differs, or a comment. Unless noted, the call rests on the fitted dose curve; in most records, active means well fitted curve in the direction sought with a large enough effect; inconclusive means small, poorly fitted or top-dose-only effect, or another doubt; inactive means no such curve, though single readings can be large; an effect the other way counts as inactive or inconclusive. Unless noted, on the % scale 0 is the no-effect control and ±100 the full control effect.
no.	molecule	BCR signal inh	uPA surface inh	USP2a inh	Coupling enz	Eya2 phos inh	B2AR arrestin	PKM2 act	KCNH2 3.1 block	Giardia killer	GALK inh	KCNH2 WT inh
1	COc1ccc(/C=C2\SC(N)=NC2=O)cc1Br	?	-9%	0%	1	-10%	0.8%	11%	-2	23	1%	-3
2	CCOC(=O)c1c(C)[nH]c(NC(=O)N2CCOCC2)c1C	?	4%	1%	1	-2%	0.3%	-1%	-8	8	7%	-13
3	Cc1cc(C)nc(N2CCCC(C(=O)NC3CCCC3)C2)n1 (stereo not given)	5%	7%	-1%	1	-1%	0.4%	-14%	-19	8	1%	-5
4	O=C(NCCC1=CCCCC1)c1ccc(Br)o1	?	3%	4%	0	2%	0.2%	-3%	6	2	-1%	1
5	Cc1ccc(C(=O)Nc2sc3c(c2C#N)CCCCC3)cc1C	15%	0%	1%	-8	-8%	0.3%	-12%	3	1	0%	-4
6	O=C(CCCOc1ccc(Cl)cc1Cl)Nc1ccncc1	?	-6%	4%	2	23%	-0.1%	10%	10	-1	4%	8
7	O=C(NC(=S)N1CCCCC1)c1csc([N+](=O)[O-])c1	-7%	-1%	4%	0	-1%	-0.2%	1%	-9	?	5%	0
8	Cc1nccc(-c2ccc(-n3c(C)ccc3C)cc2)n1	-1%	-10%	-1%	-2	-12%	-0.2%	-5%	-6	-21	-1%	-2
9	COC(=O)Cc1c(C)c2ccc(OC(=O)c3ccco3)cc2oc1=O	-1%	-2%	2%	1	19%	0.4%	4%	-13	-5	-5%	-1
10	CC(CCN1CCN(c2ccc(F)cc2)CC1)c1ccccc1 (stereo not given)	-2%	2%	-3%	0	-10%	2.3%	-1%	-31	0	4%	-8
11	Cc1ccccc1CNc1ccc(C(CC(N)=O)NC(=O)c2ccc(Br)cc2)cc1[N+](=O)[O-] (stereo not given)	-2%	?	1%	3	-18%	-0.2%	2%	29	-17	1%	-10
12	O=C(Nc1ccc(O)cc1)c1cc2n(n1)C(C(F)(F)F)CC(c1ccco1)N2 (stereo not given)	-4%	-14%	-2%	0	9%	-0.8%	-1%	20	-14	3%	-4
13	CCOc1ccc(NC(=O)C2=NN(c3ccccc3)C(=O)CC2)cc1S(=O)(=O)N1CCCCC1	-6%	-3%	-8%	/	-8%	0.4%	/	-8	4	/	-5
14	COc1cccc([C@@H]2CC=C(C(=O)O)[C@H](c3ccccc3)N2S(=O)(=O)c2ccc(C)cc2)c1	0%	-3%	1%	/	4%	0.1%	/	7	?	/	-1
15	CCNS(=O)(=O)c1ccc(NC(=O)Nc2cccc(OC)c2)cc1	?	6%	-1%	-1	6%	-0.5%	6%	4	0	2%	1
16	CCN1CCN(S(=O)(=O)c2ccc(Oc3ccccc3OC)cc2)CC1	-1%	/	6%	4	0%	-0.1%	-22%	-7	12	3%	9
17	CCC(NC(=O)CNC(=O)c1ccc2c(c1)OCO2)c1ccc(Br)cc1 (stereo not given)	4%	15%	-1%	/	-20%	0.0%	/	-9	-6	/	-5
18	Cc1ccccc1NC(=O)c1c(Cl)nc(C)c(Cl)c1C	1%	-8%	2%	3	2%	-0.8%	0%	-1	-17	1%	1
19	O=C(NCCc1ccccc1)/C(=C\c1cccc([N+](=O)[O-])c1)NC(=O)c1ccco1	1%	6%	2%	3	3%	-0.6%	2%	-17	-17	-8%	24
20	Cc1ccc2nc(NCCc3ccc(Cl)cc3)c3nncn3c2c1	?	9%	4%	-10	7%	-0.3%	/	-4	0	1%	-2
21	O=C(COC(=O)/C=C/c1ccc(Br)o1)Nc1cccc(S(=O)(=O)N2CCOCC2)c1	-1%	-2%	1%	/	-7%	-0.9%	/	5	13	/	-1
22	COc1cccc(CNC(=O)CCCNS(=O)(=O)c2cccs2)c1	-8%	-1%	2%	3	-2%	-0.2%	?	4	-6	-1%	-5
23	CCCC(=O)NCCSC	0%	3%	7%	1	-3%	-0.8%	-1%	2	-2	-1%	3
24	O=C(Nc1ccccc1)C1=C[C@H](C2CCCCC2)C[C@H](OCc2ccc(CO)cc2)O1	?	-10%	2%	1	-12%	0.1%	3%	6	-24	-1%	-4
25	Cc1ccc(S(=O)(=O)N/N=C(\c2ccccc2)c2cccnc2)cc1	-1%	3%	0%	9	-16%	0.0%	0%	4	-29	0%	19
26	NS(=O)(=O)c1ccc(CCNC(=O)CCCn2c(SCC(=O)N3CCCC3)nc3ccsc3c2=O)cc1	-27%	-9%	8%	0	7%	0.1%	0%	-9	11	1%	2
27	COCCNC(=O)COc1cc(=O)n(C)c2ccccc12	-14%	-7%	-2%	3	2%	-0.2%	-7%	6	-4	1%	-40
28	Cc1cccc2[nH]c(CCNC(=O)C3CCC(=O)N(CCc4cccc(F)c4)C3)nc12 (stereo not given)	-5%	-3%	0%	/	2%	0.2%	/	13	-1	6%	-3
29	c1ccc(SCc2nc3ccccc3[nH]2)nc1	0%	0%	1%	1	-5%	0.3%	-2%	-13	-16	-1%	2
30	CCCCNC(=O)Cn1nc(-c2ccc(C)cc2)ccc1=O	2%	2%	3%	2	10%	0.3%	/	7	3	/	7
31	CN(C(=O)CCc1nnc(Cc2ccc(-c3ccccc3)cc2)o1)C1CCOCC1	-8%	-1%	3%	0	-9%	-0.3%	2%	6	5	0%	9
32	COc1ccc(C(C)C)cc1S(=O)(=O)N1CCN(c2ccccc2)CC1	0%	16%	-10%	2	-13%	-0.3%	1%	-6	25	-2%	12
33	Cc1cccc(OCc2ccc(C(=O)Nc3cc(C)on3)o2)c1	?	3%	-2%	-1	-1%	-0.3%	/	-1	3	-1%	-1
34	CC(C)CC(=O)N1CCC(O)(CS(=O)(=O)c2ccc(Cl)c(Cl)c2)CC1	5%	-7%	3%	0	-22%	0.1%	-6%	1	3	-1%	9
35	NC(Cc1ccc2nonc2c1)C(=O)O (stereo not given)	3%	-1%	0%	0	12%	0.2%	-57%	-1	4	5%	-2
36	COc1cc(NC(=O)c2cccnc2Sc2ccc(C)c(C)c2)cc(OC)c1OC	?	2%	-1%	3	-10%	0.5%	6%	13	18	-1%	-11

# Of the compounds above, these contain a COOH group:
no.	molecule	BCR signal inh	uPA surface inh	USP2a inh	Coupling enz	Eya2 phos inh	B2AR arrestin	PKM2 act	KCNH2 3.1 block	Giardia killer	GALK inh	KCNH2 WT inh
14	COc1cccc([C@@H]2CC=C(C(=O)O)[C@H](c3ccccc3)N2S(=O)(=O)c2ccc(C)cc2)c1	0%	-3%	1%	/	4%	0.1%	/	7	?	/	-1
35	NC(Cc1ccc2nonc2c1)C(=O)O (stereo not given)	3%	-1%	0%	0	12%	0.2%	-57%	-1	4	5%	-2

# The listing continues:
no.	molecule	BCR signal inh	uPA surface inh	USP2a inh	Coupling enz	Eya2 phos inh	B2AR arrestin	PKM2 act	KCNH2 3.1 block	Giardia killer	GALK inh	KCNH2 WT inh
37	CCC1C/C(=C/c2ccco2)C(=O)/C(=C/c2ccco2)C1 (stereo not given)	?	/	-1%	-1	-21%	10%	30%	/	/	-2%	/
38	Cc1nc2ccccn2c1C(=O)N/N=C/c1ccccc1[N+](=O)[O-]	-3%	3%	0%	1	10%	0.4%	2%	9	11	-2%	6
39	Cc1cc(C(=O)NCC(=O)Nc2ccc(F)c(F)c2)c(C)o1	-1%	3%	1%	/	6%	-0.3%	/	17	-3	/	10
40	O=C(NCCNC(=O)c1ccccc1O)c1ccccc1O	-1%	6%	0%	7	3%	-0.7%	1%	-1	5	1%	-6
41	Cc1ccnc(NC2CCCCC2)c1	0%	10%	2%	7	8%	-1.0%	3%	44	-2	0%	/
42	CCN1CCN(c2c(S(=O)(=O)c3ccc(C)c(C)c3)cnc3ccc(F)cc23)CC1	-22%	-16%	4%	1	8%	-0.6%	11%	-12	26	/	-7
43	CCOC(=O)C1CCN(Cc2ccccc2C)CC1	5%	0%	0%	-15	4%	-0.2%	-5%	-9	-15	1%	-12
44	Fc1ccc(Cn2ccc(-c3cnc(-c4ccccc4)s3)n2)cc1	?	-2%	0%	-4	11%	0.0%	-6%	-10	-12	0%	3
45	Cc1ccc(CN2CCN(Cc3c(C)nn(C(C)C)c3C)CC2CCO)o1 (stereo not given)	-15%	5%	1%	1	12%	-1.3%	-5%	-12	47[activator]	12%	2
46	O=C(O)/C(=C\c1ccc(Cl)c([N+](=O)[O-])c1)c1ccc(S(=O)(=O)N2CCCC2)s1	0%	-24%	-1%	/	9%	0.4%	/	-12	-3	/	-14
47	O=C(Cn1c2[n+](c3ccc(C(F)(F)F)cc31)CCCCC2)Nc1c(F)cccc1F	0%	8%	2%	3	6%	-1.0%	-1%	4	-17	1%	4
48	O=C(Nc1nnc(S(=O)(=O)N2CCCC2)s1)c1ccccc1F	7%	-9%	0%	-8	5%	0.5%	-3%	3	3	/	-14
49	Clc1ccccc1OCCCCN1CCCC1	-6%	/	4%	3	-10%	-0.5%	3%	-12	-5	-1%	18
50	N#CC1=C(O)CCCn2c1nc1ccccc1c2=O	?	9%	1%	7	9%	-1.2%	-3%	4	25	3%	-15
